Compound activity: PubChem BioAssay, National Center for Advancing Translational Sciences (NCATS)
Nrf2 block: blocks Nrf2 signaling. A549 ARE-Fluc reporter, luciferase luminescence, 18-24 h. Potency, µM (series often up to 46 µM), for the others: top-dose activity change, negative = inhibition, hits mostly inhibitors. 360,000 compounds, 2.1% hits. AID 504444; further: potency means the concentration at half of the fitted maximal effect; on the % scale 0 is the no-effect control and ±100 the full control effect; nearly all actives have a fitted effect of over 60% in size
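In this cell-based qHTS, ARE-driven firefly luciferase in A549 cells reports Nrf2 activity; the luminescent signal after BugLite lysis is the measured value, with a prior CellTiter-Fluor read for cell health.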
CCT chaperon mod: modulators of cytosolic chaperonin (CCT/TRiC) activity. purified chaperonin ATPase assay, HTRF ADP detection, 30 min. activity change, % (test concentration not listed), hits read low. 360,000 compounds, 0.3% hits. AID 651819; in the data active means activity change below about -30%; further: on the % scale 0 is the no-effect control and ±100 the full control effect
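We incubate TRiC, 40 or 20 nM final, with library compounds at 76 uM and 10 uM ATP for 30 min at 37 °C. ADP formed is detected with Transcreener HTRF reagents after 30 min at room temperature.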
Nrf2 ARE act: Nrf2 pathway activation; AREc32 ARE-luciferase reporter (MCF7-derived line), luminescence, 24 h; Potency, µM (highest dose often 46.1 µM), for the others: top-dose activation, most hits filed as activators; 410,000 compounds, 0.31% hits; AID 624171; further: potency means the concentration at half of the fitted maximal effect; % of control where 0% means no effect; nearly all actives have a fitted effect of over 65% in size
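Luminescent ARE reporter assay in AREc32_Fluc cells: overnight plating at 37 deg C, 24 hr compound incubation, Steady-Glo added, 30 min RT before reading.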
ATXN viability: reduces viability in counter-screen for ATXN expression inhibitors. S2 cells (HEK-293 line with an ATXN2-luciferase reporter) viability, CellTiter-Fluor protease fluorescence, 24 h. Potency, µM (doses to about 56.7 µM), hits mostly cytotoxic. 400,000 compounds, 0.49% hits; further: potency means the concentration at half of the fitted maximal effect; nearly all actives have a fitted effect of over 40% in size
HepG2 tox: kills HepG2 cells in TGF-b inhibitor counter-screen; HepG2 CAGA-GFP viability, ATP luminescence, 18 h; Potency, µM (top dose mostly 46.1 µM), without a hit: at the highest dose activity change, negative = cytotoxicity, actives largely listed as cytotoxic; 410,000 compounds, 0.76% hits; further: potency means the concentration at half of the fitted maximal effect; some results filed as inactive show a strong effect at the top dose
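CellTiter-Glo luminescence gave cytotoxicity after 18 hours at 37 degrees C. The cells were HepG2 CAGA-GFP in 1% FBS DMEM, stimulated with 500 pg/mL TGF-beta after compound addition. %Activity was normalised to no-cell wells (complete cell-killing) and DMSO (no toxicity), and curves were fitted and classified.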
TGFb SMAD3 inh: TGF-b pathway inhibition. HepG2 CAGA-GFP TGF-b/SMAD3 reporter, GFP fluorescence, 18 h; TGF-beta stimulated, 500 pg/mL final. Potency, µM (series often up to 46.1 µM), without a hit: top-dose activity, negative = inhibition, actives largely listed as inhibitors. 410,000 compounds, 1.2% hits. AID 588855; further: potency means the concentration at half of the fitted maximal effect; on the % scale 0 is the no-effect control and ±100 the full control effect; nearly all actives have a fitted effect of over 65% in size
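Using HEPG2 CAGA-GFP reporter cells at 1000 cells/well, we pinned test compounds, stimulated with recombinant TGF-beta (500 pg/mL final) and measured total well GFP after 18 h.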
Mm-Cpn inhibitor: M. maripaludis TRiC chaperonin inhibition | purified Mm-Cpn ATPase, ADP Transcreener TR-FRET | Potency, µM (highest dose often 76.9 µM), for the others: at the highest dose activity, negative = inhibition, actives largely listed as inhibitors | 330,000 compounds, 0.031% hits | AID 504842; further: potency means the concentration at half of the fitted maximal effect; on the % scale 0 is the no-effect control and ±100 the full control effect; nearly all actives have a fitted effect of over 80% in size
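Purified archaeal chaperonin (25 nM final) was preincubated with compound for 10 min at 37°C, then ATP (10 uM final) was added for 30 min at 37°C in Tris pH 7.4/KCl/MgCl2/DTT buffer. ADP was quantified by HTRF Transcreener TR-FRET.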
Akt phos inh: Akt phosphorylation inhibition. Neuro2A IGF-stimulated pAkt S473 HTRF, 20 min; active compounds read low. activity change, % for hits at 50 µM. 360,000 compounds, 0.32% hits. AID 651550; in the data active means activity change below about -80%; inconclusive means mostly about -51% to -80%; further: on the % scale 0 is the no-effect control and ±100 the full control effect
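Neuro2A cells in DMEM with 0.5% FBS, overnight at 37 deg C, given compound at single 50 µM final, then IGF (6 nM final) for 20 min at 37 deg C. Lysed; phospho-Akt Ser473 by HTRF after 24 h, 665/615 ratio.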
A549 viability: counter-screen for Nrf2 inhibitors: cytotoxicity in A549 cells | A549 ARE-Fluc cells, CellTiter-Fluor viability, 18-24 h | Potency, µM (highest dose often 46 µM), without a hit: at the top dose activity change, negative = cytotoxicity, usual class: inhibitors | 390,000 compounds, 0.16% hits | AID 504648; further: potency means the concentration at half of the fitted maximal effect; on the % scale 0 is the no-effect control and ±100 the full control effect
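Cytotoxicity counterscreen: CellTiter-Fluor fluorescence was measured in A549 ARE_Fluc cells after 18-24 h of compound exposure in a concentration series. The subsequent BugLite luminescent read reports ARE-luciferase activity.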
* marks the source's active call; other numbers are inactive results; i = inactive; ? = inconclusive; / = no result given; & = joins results of further samples; [ ] = another dose, or the depositor's remark. Unless noted, the call rests on the fitted dose curve; in most records, active means well fitted curve in the direction sought with a large enough effect; inconclusive means small, poorly fitted or top-dose-only effect, or another doubt; inactive means no such curve, though single readings can be large; an effect the other way counts as inactive or inconclusive. Outcome played no part in choosing rows; about 4.4% have a hit in one of these screens.

Values run as follows: Nrf2 block | CCT chaperon mod | Nrf2 ARE act | ATXN viability | HepG2 tox | TGFb SMAD3 inh | Mm-Cpn inhibitor | Akt phos inh | A549 viability
- Cc1ccc(S(=O)(=O)NNC(=O)C2COc3ccccc3O2)cc1C (configuration not stated)
 : -1% | 0.8 | -0.2% | i | 2% | 1% | 0% | i | -4%
- Cc1ccccc1C(=O)NC1CCN(C(=O)NCc2ccccc2)CC1
 : 6% | 0.1 | 0.0% | i | 6% | 4% | 0% | i | 3%
- CCN(C(=O)CSc1nnnn1C)C1CCS(=O)(=O)C1 (configuration not stated)
 : 0% | -2.7 | 0.4% | i | 4% | -11% | 3% | i | -5%
- CCCS(=O)(=O)N1CC(=O)N(c2ccc(C)cc2C)C(C)(C(=O)NC2CCCCCC2)C1 (configuration not stated)
 : 12% | / | -0.7% | / | -1% | 0% | / | / | 2%
- COc1cccc(/C=N/Nc2ccc([N+](=O)[O-])cc2)c1O
 : 8% | 1.6 | 2.5% | i | -33% | 1% | 2% | i | -15%
- CCc1ccc(C2=NN(CCC(=O)NCCc3ccccc3)C(=O)CC2)cc1
 : / | / | 4.2% | / | -6% | -19% | / | / | -5%
- COc1ccnc(-n2cccc2C=O)c1C#N
 : -7% | -4.2 | 2.9% | i | -5% | 6% | -3% | i | 1%
- C/C(O)=C/c1nc2ccccc2[nH]c1=O
 : -18% | -2.6 | 0.4% | i | 10% | 1% | -1% | i | -6%
- Cc1csc(NC(=O)CSc2nnc(-c3ccoc3C)n2CCc2ccccc2)n1
 : -7% | -1.9 | -0.5% | i | -22% | ? | -1% | i | 1%
- Cc1ccc(OCCC(=O)OCC(=O)C(C)(C)C)cc1
 : 1% | 0.4 | -0.3% | i | -21% | 2% | 3% | i | -3%
- COC(=O)/C(C(C)=O)=C(\C=C\N(C)C)N(C)C
 : 13% | 1.1 | -0.8% | i | -3% | -1% | -1% | i | -8%
- COc1ccc(C(=O)NN/C(C)=C/C(=O)C(F)(F)C(F)(F)C(F)(F)F)cc1
 : -1% | 1.1 | 1.7% | i | -32% | 0% | 1% | i | 2%
- CC(C)(C)NC(=O)/C(=C\C=C\c1ccccc1)NC(=O)c1ccc([N+](=O)[O-])cc1
 : -15% | -2.0 | -0.7% | i | -46% | ? | 0% | i | -2%
- CCOn1c(=O)c(-c2ccc(Cl)cc2)[n+]([O-])c2ccccc21
 : 4% | 1.9 | -0.2% | i | -12% | -25% | 2% | i | 6%
- COc1ccc(S(=O)(=O)N2CCC(C(=O)NCc3cccc(OC)c3)CC2)cc1
 : 10% | 0.4 | -0.9% | i | 5% | -1% | 2% | i | -4%
- CCOc1ccccc1OCCCNCc1ccccc1
 : 2% | -1.8 | -0.1% | i | -1% | 29% | 1% | i | -1%
- Cn1ccc(C(=O)Nc2ccc(Br)cc2Br)n1
 : ? | -0.7 | 4.2% | i | -20% | -27% | ? | i | 8%
- COc1ccc(S(=O)(=O)N2CCC[C@H]2C(=O)N2CCC[C@H]2C(=O)N(C)Cc2ccccc2)cc1C
 : / | -0.3 | 0.1% | ? | / | / | / | i | /
- Nc1c(C(=O)CSc2nnc(N3CCOCC3)n2-c2cccc(F)c2)c(=O)[nH]c(=O)n1C1CC1
 : 10% | -1.2 | -0.1% | ? | 0% | -4% | -7% | i | -2%
- COCc1nnc(NC(=O)c2ccc(S(=O)(=O)N(CC(C)C)CC(C)C)cc2)o1
 : ? | -0.2 | -0.7% | i | -1% | -11% | -1% | i | -21%
- Cc1onc(-c2ccccc2)c1C(=O)N1CCN(C(=O)c2ccco2)CC1
 : -17% | 1.0 | -0.7% | i | -4% | -8% | 1% | i | 0%
- Cc1ccc(CN2CCC(CNS(=O)(=O)c3ccc(-c4ccc(=O)[nH]n4)s3)CC2)cc1
 : -5% | -0.3 | 4.4% | i | -18% | -5% | 1% | i | 2%
- CCOC(=O)c1c(NC(=O)C2=C(C)NC(=S)NC2c2ccccc2C(F)(F)F)sc(C)c1C (configuration not stated)
 : ? | -1.4 | 0.7% | i | 35% | 5% | -3% | i | ?
- COC(=O)CCCC1=CC2=C(c3ccccc3)C(=O)C(C)(OC(=O)C3CCCC3)C(=O)C2=CN1CCc1ccccn1 (configuration not stated)
 : -13% | -2.7 | 0.7% | ? | 2% | -2% | 3% | i | -4%
- O=C1NC[C@H](Cc2ccccc2)N(C[C@@H]2CCCN2C[C@H](Cc2ccccc2)N2C[C@H](Cc3ccc(O)cc3)N(CCc3ccccc3)C(=O)C2=O)C1=O
 : / | 0.0 | 0.7% | i | / | / | / | i | /
- CN(C)Cc1cc(C(C)(C)C)cc(N2CCOCC2)c1O
 : 3% | -3.3 | -0.7% | i | -3% | 4% | / | i | -6%
- Cc1cccc(N2CCN(S(=O)(=O)c3c(C(=O)N4CCC(C)CC4)c(C)n(C)c3C)CC2)c1C
 : / | / | 0.4% | / | -24% | -6% | / | / | 0%
- CCN1C(=O)N[C@@H](c2ccc(Br)cc2)C(C(C)=O)=C1C
 : -18% | 1.7 | -0.4% | i | -20% | 0% | / | i | 6%
- Cc1cc([N+](=O)[O-])nn1CC(=O)Nc1cccc2nonc12
 : -10% | -0.7 | 6.4% | i | -8% | -2% | 4% | i | -1%
- CC(C)(CNC(=O)C1CCCC1)CNC(=O)C1CCCC1
 : -10% | 0.3 | -0.9% | i | 1% | -5% | 0% | i | -3%
- COc1ccc(Cl)cc1N(CC(=O)N1CCN(Cc2ccccc2)CC1)S(C)(=O)=O
 : 5% | -3.5 | 0.5% | i | -5% | 5% | 0% | i | -6%
- Cc1ccc(C(=O)CCC(=O)OCC(=O)Nc2c(C)nn(-c3ccccc3)c2C)cc1
 : -6% | -1.9 | -0.8% | i | -3% | 1% | 1% | i | 2%
- O=C(CSc1ncn(-c2ccccc2)n1)Nc1nc2c(s1)CCCC2
 : -2% | -1.2 | 5.0% | i | -25% | -5% | 1% | i | -4%[1.84 µM]
- COc1ccc(-n2ncc3c2CC(C)(C)CC3NC(=O)CN2CCOC2=O)cc1 (configuration not stated)
 : 9% | -2.5 | 0.8% | i | -27% | ? | -7% | i | 13%
- O=C(Nc1nc2n(n1)C(c1ccccc1)C=C(c1ccccc1)N2)c1ccc(Cl)c([N+](=O)[O-])c1 (configuration not stated)
 : ? | / | 18% | i | -7% | -29% | / | / | -1%
- Cc1cc(C(=O)CCl)c(C)n1CC1COc2ccccc2O1 (configuration not stated)
 : -4% | -0.9 | ? | / | -34% | 0% | 1% | i | -1%
- CN(C)c1ccc(/C=C/c2ccncc2)cc1
 : 2% | -0.7 | 5.0% | i | 2%&4% | 10%&28% | -3% | i | -17%
- CN(C1CCCCC1)S(=O)(=O)c1ccc2c(c1)c(=O)c(C(=O)N1CCN(c3ccccc3F)CC1)cn2C
 : 1% | / | 0.1% | i | 22% | 2% | / | / | 2%
- COCCNC(=O)c1ccc2c(Cl)c3c(nc2c1)CCC3
 : ? | -2.5 | 15% | i | 0% | 21% | 1% | i | -2%
- COc1ccc(N2C(=O)CC(Sc3nc4ccccc4s3)C2=O)cc1 (configuration not stated)
 : ? | -0.1 | 5.3% | i | 12% | 12% | 0% | i | 4%
- O=S(=O)(c1cccs1)N1CCN(CCc2ccccc2)CC1
 : ? | -3.9 | 2.3% | i | -16% | ? | -1% | i | -1%
- C/C(=N\O)c1sc(-c2ccccc2)nc1C
 : ? | 0.0 | 14% | ? | -6% | -5% | -5% | i | -6%
- C#CCOCCOCCOCCNc1nc(N2CCN(C(=O)Cn3cc(CCO)nn3)CC2)nc(N2CCN(C(=O)Cn3cc(CCO)nn3)CC2)n1
 : -2% | -1.4 | 0.4% | i | 0% | -25% | / | i | -3%
- COC(=O)c1ccccc1NC(=O)CN(c1cc(OC)ccc1OC)S(C)(=O)=O
 : -6% | 1.6 | 0.3% | / | -1% | -20% | 4% | / | 1%
- COc1ccc(C(C)(C)NC(=O)C2CCC(=O)N(C3CCCC3)C2)cc1OC (configuration not stated)
 : 16% | -1.7 | -0.2% | i | -7% | 0% | 0% | i | -4%

Limited to Mm-Cpn inhibitor and HepG2 tox (2 entries from above):
Compound | Mm-Cpn inhibitor | HepG2 tox
COC(=O)c1ccccc1NC(=O)CN(c1cc(OC)ccc1OC)S(C)(=O)=O | 4% | -1%
O=C(CSc1ncn(-c2ccccc2)n1)Nc1nc2c(s1)CCCC2 | 1% | -25%

Continued.
Values run as follows: Nrf2 block | CCT chaperon mod | Nrf2 ARE act | ATXN viability | HepG2 tox | TGFb SMAD3 inh | Mm-Cpn inhibitor | Akt phos inh | A549 viability
- COC(=O)c1nnn(-c2ccc(Br)cc2)c1C(=O)OC
 : 9% | / | -0.7% | i | -8% | 3% | / | / | 4%
- CCN(CC)S(=O)(=O)c1cc(C)c(C)cc1Br
 : -20% | -2.3 | -0.1% | i | -9% | 24% | -1% | i | -1%
- Cc1cccc(CSCc2nnc(N)s2)c1
 : / | -0.8 | 2.6% | i | 4% | -6% | -2% | i | -3%
- COc1cccc(CNC(=O)COc2ccc(C(=O)c3ccccc3)cc2)c1
 : ? | 2.8 | 2.6% | i | -12% | -11% | -2% | i | -7%
- NC(=O)CC(NC(=O)c1ccc(Br)cc1)c1ccc(N2CCC(Cc3ccccc3)CC2)c([N+](=O)[O-])c1 (configuration not stated)
 : ? | 2.5 | -0.8% | i | -31% | 10µM* | 0% | i | -14%
- COc1ccc(CCC(C)NC(=O)Cc2ccc(OC)c(OC)c2)c(OC)c1 (configuration not stated)
 : ? | -7.5 | 3.0% | i | -34% | -22% | 0% | i | -2%
- O=C(O)C1CCN(c2ccccc2[N+](=O)[O-])CC1
 : -8% | 1.5 | -0.6% | i | -34% | 2% | -2% | i | 5%
